Screening data as filed in PubChem.
Tau fluor cs = counter-screen for tau fibril formation inhibitors | Potency, µM (highest dose often 57.7 µM), without a hit: top-dose activity change, negative = decrease | 280,000 compounds, 0.93% hits | AID 1463 | tau K18 P301L Alexa594 fluorescence, heparin fibrillization; note: % is set by controls: 0 for no effect and ±100 for the full control effect; nearly all actives have a fitted effect of over 55% in size
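Human tau K18 P301L (15 uM unlabeled, 0.24 uM Alexa 594-labeled) in 100 mM sodium acetate pH 7 with 20 uM heparin, 6 hr at 37 C. ThT 30 uM added, 1 hr ambient; Alexa 594 FP and total fluorescence read at 555/632 nm.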
GAA spleen mod = lysosomal alpha-glucosidase (human) modulation; P10253; human spleen homogenate, 4-MU-alpha-glucoside fluorescence; Potency, µM (series often up to 79.9 µM), for the others: at the highest dose activity change, negative = inhibition, usual class: inhibitors; 240,000 compounds, 0.006% hits; AID 2112;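 note: 0% = enzyme with vehicle and -100% = no enzyme basal signal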
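AC50 values come from Hill-equation fits of concentration-response data, normalized to no-enzyme and full-activity controls. Enzyme source: 1 ug human spleen homogenate; 1 mM fluorogenic 4-MU glucoside, pH 5.0 citrate buffer, 37 C, 40 min.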
ALDH1A1 inh = ALDH1A1 (human) enzyme inhibition; 220,000 compounds, 7.3% hits; Purified ALDH1A1, NADH fluorescence, propionaldehyde substrate; P00352; Potency, µM (titrated, usually from 75.3 µM), for inactives: at the highest dose activity, negative = inhibition, actives largely listed as inhibitors; active = well fitted inhibition curve with a large enough effect, not every such curve was filed as active; inconclusive = small, poorly fitted or top-dose-only effect, or another doubt; inactive = no such curve, though single readings can be large or run the other way;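 note: plate controls were no enzyme wells and a reference inhibitor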
Target sequence (P00352 whole entry, looked up): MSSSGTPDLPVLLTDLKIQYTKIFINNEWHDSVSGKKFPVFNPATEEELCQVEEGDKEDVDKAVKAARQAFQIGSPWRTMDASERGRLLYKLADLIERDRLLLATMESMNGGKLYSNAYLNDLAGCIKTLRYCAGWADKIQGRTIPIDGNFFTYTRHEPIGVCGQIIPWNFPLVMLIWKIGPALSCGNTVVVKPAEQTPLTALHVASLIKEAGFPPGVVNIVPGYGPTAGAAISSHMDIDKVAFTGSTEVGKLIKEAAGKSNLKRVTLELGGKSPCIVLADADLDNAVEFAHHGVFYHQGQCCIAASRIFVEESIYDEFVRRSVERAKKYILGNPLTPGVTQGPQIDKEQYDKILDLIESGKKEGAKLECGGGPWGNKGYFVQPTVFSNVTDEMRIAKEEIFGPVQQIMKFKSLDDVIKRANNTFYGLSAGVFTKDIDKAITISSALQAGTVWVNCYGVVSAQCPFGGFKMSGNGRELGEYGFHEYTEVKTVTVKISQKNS
aGal spleen mod = alpha-galactosidase A (human) modulation; P06280; human spleen homogenate, 4MU-alpha-Gal fluorescence, 40 min; Potency, µM (highest dose often 80 µM), without a hit: at the highest dose activity change, negative = inhibition, most hits filed as inhibitors; 240,000 compounds, 0.008% hits;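 note: 0% = enzyme with vehicle and -100% = no enzyme basal signal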
Target sequence (P06280 32-429 limits assumed): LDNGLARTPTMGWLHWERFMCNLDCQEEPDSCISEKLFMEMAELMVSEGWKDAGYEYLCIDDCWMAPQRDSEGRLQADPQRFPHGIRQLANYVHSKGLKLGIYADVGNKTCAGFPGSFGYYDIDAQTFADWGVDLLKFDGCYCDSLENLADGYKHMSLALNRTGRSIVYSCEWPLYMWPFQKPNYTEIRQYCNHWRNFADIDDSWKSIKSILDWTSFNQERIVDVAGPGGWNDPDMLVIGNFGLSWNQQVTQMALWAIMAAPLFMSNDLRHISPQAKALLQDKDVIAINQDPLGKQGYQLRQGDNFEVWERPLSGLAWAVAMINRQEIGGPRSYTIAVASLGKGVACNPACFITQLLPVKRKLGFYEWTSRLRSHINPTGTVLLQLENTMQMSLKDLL
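Fluorogenic readout (Ex 365/Em 440 nm) of 4-methylumbelliferone released from 1 mM 4-MU-alpha-galactoside by spleen homogenate, 40 min at 37C, pH 5.0. Data normalized to no-enzyme and enzyme controls; Hill-equation AC50 from compound titrations.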
GAA glycogen = alters human alpha-glucosidase cleavage of glycogen | recombinant GAA, glycogen substrate, Amplex Red glucose oxidase fluorescence | Potency, µM (series often up to 76.4 µM), for inactives: top-dose activity change, negative = inhibition, usual class: inhibitors | 300,000 compounds, 0.38% hits | AID 2100;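 note: 0% = full enzyme reaction and -100% = no-enzyme basal signal; the screen sought inhibitors and activators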
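Natural-substrate format: glycogen cleavage by 4 nM human enzyme, glucose read by Amplex Red coupling (Ex 573, Em 610 nm). Normalized to enzyme and no-enzyme controls.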
NPSR antag = blocks cAMP signaling of the human neuropeptide S receptor; CHO-NPSR cells, cAMP TR-FRET, antagonist mode; Potency, µM (titrated, usually from 38.3 µM), for inactives: at the highest dose activity change, negative = inhibition, usual class: inhibitors; 220,000 compounds, 1% hits; AID 1461; note: % is set by controls: 0 for no effect and ±100 for the full control effect; nearly all actives have a fitted effect of over 50% in size; many of its hits are not listed in these tables
GAA inh = inhibitors of human lysosomal alpha-glucosidase; P10253; purified human GAA, 4-MU-alpha-glucoside fluorescence; Potency, µM (series often up to 76.9 µM), for the others: at the top dose activity change, negative = inhibition, hits mostly inhibitors; 200,000 compounds, 0.005% hits;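 note: plate controls were uninhibited enzyme wells for no effect and no-enzyme background for full effect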
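Human alpha-glucosidase, 4 nM, pre-mixed with test compounds before 400 uM 4-methylumbelliferyl substrate; 20 min room temperature at pH 5.0. Fluorescence read after pH 10 stop; AC50 values from Hill-equation fits.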
Epigenetic derep = regulators of epigenetic silencing causing reporter derepression in mouse cells; murine LDR cells, GFP reporter derepression, 30 h; Potency, µM (top dose mostly 53.9 µM), inactives show top-dose GFP activation, usual class: activators; 280,000 compounds, 0.2% hits; AID 1865; note: % of control where 0% means no effect; nearly all actives have a fitted effect of over 60% in size
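Derepression of a silenced CMV-GFP reporter in murine LDR cells is scored by enumerating GFP-positive cells with a laser-scanning microplate cytometer after 30 hours of treatment at 37 C.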
Starred values were filed as active, the others as inactive; ? = inconclusive; . = no result given; & = joins results of further samples; [ ] = another dose, or the depositor's remark. Unless noted, calls come from the whole dose curve; as a rule, active = well fitted curve in the direction sought with a large enough effect; inconclusive = small, poorly fitted or top-dose-only effect, or another doubt; inactive = no such curve, though single readings can be large; an effect the other way counts as inactive or inconclusive. Potency is the fitted concentration of half-maximal effect. Only part of the results is shown. The share of hits here may be higher or lower than overall.

Order of values: Tau fluor cs | GAA spleen mod | ALDH1A1 inh | aGal spleen mod | GAA glycogen | NPSR antag | GAA inh | Epigenetic derep
- O=C(O)Cc1ccc2c(c1)N(S(=O)(=O)c1cccc(C(F)(F)F)c1)CC(C(=O)O)O2 (stereo unspecified)
  -8% | 1% | 5% | 2% | 6% | 8%[46.1 µM] | 11% | -2.3%
- CCc1ccc2c(c1)C(=O)c1ccccc1C2=O
  -24% | 0% | ? | 4% | -5% | 16% | -7% | -1.9%
- O=C(OC1C2CCC1C1CN(CCc3ccccc3)CC12)c1ccccc1 (stereo unspecified)
  4% | 8% | 2% | 0% | -12% | 7% | -8% | 0.0%
- CCc1ccccc1Nc1cc(C(=O)NCc2ccccn2)c2ccccc2n1
  -26% | . | -1% | 2% | 0% | -19% | -19% | -0.1%
- COc1ccc(CN2CNc3nc4ccccc4n3C2)cc1
  -14% | 0% | -12% | 3% | 10% | -7%[46.1 µM] | -7% | -4.5%
- Cc1ccc(N2Cc3ccccc3OC(C)C2=O)cc1 (stereo unspecified)
  -8% | 1% | -3% | -5% | 6% | 1%[46.1 µM] | 4% | -1.0%
- Cn1cccc1C(=O)NC(=O)CSc1nnc(C2CC2)n1-c1ccccc1
  -1% | 3% | 7% | 7% | -10% | -7%[46.1 µM] | 5% | -0.8%
- COCCn1nnnc1SCC(=O)NCc1ccc2c(c1)OCO2
  -2% | -3% | 4% | -4% | 7% | -12% | -5% | 1.0%
- NC(=O)NC(c1ccccc1)c1ccccc1F (stereo unspecified)
  3% | 0% | -2% | -2% | 2% | -2%[46.1 µM] | ? | -1.6%
- CC(C)(Oc1ccc(CCNC(=O)c2ccc(Cl)cc2)cc1)C(=O)O
  -12%&1%&-5%&-1% | -1% | -6% | -2% | 0% | 11% | -3%[15.4 µM] | -2.7%
- CCOC(=O)C1=C(C)NC(C)=C(C(=O)OCC)C1c1cccc(C)n1
  -3% | -2% | ? | 4% | -17% | -1% | -4% | 5.0%
- COc1ccc(CNC(=O)COC(=O)c2c[nH]c(=O)[nH]c2=O)cc1OC
  -3% | 6% | 11% | 5% | -1% | 6%[7.67 µM] | -1% | 0.8%
- C1CN=C(NC23CC4CC(CC(C4)C2)C3)C1
  1% | 4% | 7% | 1% | -4% | 9% | -2% | 2.6%
- COC(=O)c1c(NC(=O)CSc2nc3ccccc3c(=O)n2-c2ccccc2)sc(C)c1C
  -14% | -5% | 22% | -3% | 5% | -12% | 6% | 0.0%
- COc1cc2c(cc1OC)C(c1cccs1)N(C(=O)c1cccnc1)CC2 (stereo unspecified)
  12% | -4% | -1% | -13% | 9% | 5% | -12% | -1.6%
- Cc1ccccc1NC(=S)N1CCN(Cc2ccc3c(c2)OCO3)CC1
  -11% | -1% | 5% | -10% | 5% | 6% | 0% | -1.0%
- O=C(Nc1ccc(F)cc1)c1cnc(-c2ccccc2)nc1-c1ccccc1
  -18% | 5% | -2% | 5% | 10% | -6%[46.1 µM] | 1% | -1.2%
- COc1ccc(Sc2nnc(Cc3ccccc3)c3ccccc23)cc1
  -22% | 2% | ? | 5% | 1% | ? | -11% | 0.0%
- Cc1cccc2nc(COc3ccc(-c4ccccc4)cc3)cn12
  -29% | 2% | 6% | 4% | -13% | 40% | ? | -2.8%
- C=CCOc1ccc(Br)cc1/C=C1/SC(=Nc2ccc(C(=O)O)cc2)NC1=O
  -13% | -8% | -15% | -6% | 3% | -34% | -3% | -0.1%

An excerpt of these results, as labelled records:
COC(=O)c1c(NC(=O)CSc2nc3ccccc3c(=O)n2-c2ccccc2)sc(C)c1C
  Tau fluor cs = -14% | GAA spleen mod = -5% | ALDH1A1 inh = 22% | aGal spleen mod = -3% | GAA glycogen = 5% | NPSR antag = -12% | GAA inh = 6% | Epigenetic derep = 0.0%
COc1cc2c(cc1OC)C(c1cccs1)N(C(=O)c1cccnc1)CC2 (stereo unspecified)
  Tau fluor cs = 12% | GAA spleen mod = -4% | ALDH1A1 inh = -1% | aGal spleen mod = -13% | GAA glycogen = 9% | NPSR antag = 5% | GAA inh = -12% | Epigenetic derep = -1.6%
Cc1ccccc1NC(=S)N1CCN(Cc2ccc3c(c2)OCO3)CC1
  Tau fluor cs = -11% | GAA spleen mod = -1% | ALDH1A1 inh = 5% | aGal spleen mod = -10% | GAA glycogen = 5% | NPSR antag = 6% | GAA inh = 0% | Epigenetic derep = -1.0%

(further entries)
Order of values: Tau fluor cs | GAA spleen mod | ALDH1A1 inh | aGal spleen mod | GAA glycogen | NPSR antag | GAA inh | Epigenetic derep
- CN1CCN(Cc2c(O)ccc3c2oc(=O)c2ccccc23)CC1
  -2% | 0% | 6% | 6% | -2% | 4%[46.1 µM] | -5% | 0.0%
- O=C(CCCCCn1c(SCC(=O)c2ccccc2)nc2ccccc2c1=O)NCc1ccco1
  -11% | -5% | ? | -3% | -14% | -30%[46.1 µM] | 0% | -2.0%
- COC(=O)Cc1c(C)nc2nc(NCc3cccc([N+](=O)[O-])c3)[nH]n2c1=O
  -11% | -8% | -9% | -8% | 6% | -2%[46.1 µM] | 10% | -2.0%
- CCCc1cn(S(=O)(=O)c2ccc(OC)cc2OC)nc1N
  -7% | 8% | 4% | -1% | -3% | 4%[46.1 µM] | 2% | 0.0%
- Cc1cc(N(CC(=O)O)S(C)(=O)=O)ccc1Br
  15% | 4% | -1% | 7% | -7% | 2%[46.1 µM] | -6% | -1.0%
- O=C(CSc1ccccc1C(=O)O)NC1CCCCCCC1
  -3% | -3% | ? | -8% | 7% | -6%[46.1 µM] | 4% | 0.1%
- COC(=O)c1oc2nc(C)cc(C)c2c1N
  4% | -11% | ? | -16% | -8% | -2%[46.1 µM] | 1% | 0.0%
- Cn1cc(Br)c(C(=O)Nc2sc3c(c2C(N)=O)CCC3)n1
  -16% | -1% | ? | -8% | 0% | -5%[46.1 µM] | -8% | -0.9%
- C/C(=C\C(=S)Nc1ccccc1)Nc1cccc2ccccc12
  -21% | -2% | ? | -5% | ? | -1% | -4% | 3.0%
- COC(=O)c1ccccc1S(=O)(=O)N1CCn2cccc2C1C (stereo unspecified)
  -4% | 6% | ? | -1% | -8% | -4% | 5% | -1.6%

Brought forward from above: 7 entries, followed by the next part.
Order of values: Tau fluor cs | GAA spleen mod | ALDH1A1 inh | aGal spleen mod | GAA glycogen | NPSR antag | GAA inh | Epigenetic derep
- CCCc1cn(S(=O)(=O)c2ccc(OC)cc2OC)nc1N
  -7% | 8% | 4% | -1% | -3% | 4%[46.1 µM] | 2% | 0.0%
- Cc1cc(N(CC(=O)O)S(C)(=O)=O)ccc1Br
  15% | 4% | -1% | 7% | -7% | 2%[46.1 µM] | -6% | -1.0%
- O=C(CSc1ccccc1C(=O)O)NC1CCCCCCC1
  -3% | -3% | ? | -8% | 7% | -6%[46.1 µM] | 4% | 0.1%
- COC(=O)c1oc2nc(C)cc(C)c2c1N
  4% | -11% | ? | -16% | -8% | -2%[46.1 µM] | 1% | 0.0%
- Cn1cc(Br)c(C(=O)Nc2sc3c(c2C(N)=O)CCC3)n1
  -16% | -1% | ? | -8% | 0% | -5%[46.1 µM] | -8% | -0.9%
- C/C(=C\C(=S)Nc1ccccc1)Nc1cccc2ccccc12
  -21% | -2% | ? | -5% | ? | -1% | -4% | 3.0%
- COC(=O)c1ccccc1S(=O)(=O)N1CCn2cccc2C1C (stereo unspecified)
  -4% | 6% | ? | -1% | -8% | -4% | 5% | -1.6%
- CCN1CCN(C(C(=O)NC2CCCCC2)c2ccc(Cl)cc2)CC1 (stereo unspecified)
  -12% | -6% | 1% | 0% | -7% | -2%[46.1 µM] | -4% | -1.0%
- COc1cccc(-c2cc(C(=O)N3N=C(C)CC3(O)C(F)F)c3ccccc3n2)c1 (stereo unspecified)
  -23% | -7% | -4% | -2% | -14% | 9% | 1% | 3.6%
- CC(C)CCOc1ccc(C(=O)O)cc1
  -8% | -9% | 7% | 11% | 2% | -1%[46.1 µM] | -13% | -1.0%
- O=C(CC(=O)Nc1ccccn1)Nc1ccccn1
  4% | 1% | -4% | 1% | 5% | -1%[46.1 µM] | ? | -2.0%
- CCOC(=O)Cc1cc(-c2ccc(O)cc2)nc2ccc3ccccc3c12
  ? | -8% | ? | 0% | 13% | -7%[46.1 µM] | -3% | 2.9%
- COC(=O)Nc1ccc2c(c1)OCO2
  -4% | -6% | -9% | -1% | 0% | 12%[46.1 µM] | -6% | -0.8%
- CC1CCCCN1C(=O)CSc1nc(-c2ccccc2)cc(=O)[nH]1 (stereo unspecified)
  6% | -13% | ? | 3% | 10% | -16%[46.1 µM] | 3% | 1.1%
- O=C(Nc1nnc(-c2ccc(Cl)s2)o1)C1CC1
  -6% | -1% | ? | -1% | -2% | -9% | 6% | ?
- CCc1ccc(CCC(=O)Nc2nnc(CC)s2)o1
  1% | 3% | -1% | 5% | 1% | 0%[46.1 µM] | -25% | -4.2%
- CCn1c(CSc2ncccn2)nnc1SCC(=O)N1CCCCC1
  10% | 2% | ? | -2% | 2% | 6% | 9% | -1.1%
- COc1ccc(OC)c(C(c2nnnn2Cc2ccco2)N2CCN(C)CC2)c1 (stereo unspecified)
  1% | -3% | 5% | -5% | 12% | -18% | ? | 2.5%
- Cc1noc(C)c1S(=O)(=O)N1CCCC(C(=O)N2CCc3ccccc3C2)C1 (stereo unspecified)
  -7% | -7% | ? | -6% | 5% | 4%[46.1 µM] | -7% | 1.6%
- CCOC(=O)N1CCN(C(=O)COc2ccccc2Cl)CC1
  1% | 5% | 1% | 5% | 5% | 19% | 3% | -2.0%
- C=CCC1(CC=C)CCCN1C(=O)CC1C(=O)NCCN1Cc1cccc(OC)c1OC (stereo unspecified)
  7% | 2% | 7% | -3% | 17% | -4% | 2% | -1.1%
- COc1ccc(/C=C2/SC(=O)N(CCNC(=O)CC(NC(C)=O)c3ccccc3)C2=O)cc1 (stereo unspecified)
  1% | -4% | . | 0% | 3% | 6%[7.67 µM] | . | -0.4%
- Cc1cc(C(=O)CN2C(=O)NC3(CCCCC3)C2=O)c(C)n1C
  2% | -1% | 6% | -4% | 9% | 11% | 1% | -0.4%
- O=C(O)CCC(=O)Nc1ccc2c(c1)oc1ccccc12
  2% | -10% | 5% | -8% | 5% | ? | 3% | 0.9%
- O=C(c1cccs1)n1nc(-c2ccco2)nc1SCc1ccccc1
  -15% | 0% | -1% | 1% | -9% | -4%[46.1 µM] | 3% | -3.6%
